Lipid storage S3: qHTS Assay for Lipid Storage Modulators in Drosophila S3 Cells. Drosophila S3 cells, BODIPY lipid droplet fluorescence, 18-24 h; cells fed with added oleic acid. Potency in µM for hits, for the others lipid storage change, negative = inhibition, % at the top dose, mostly 46.1 µM. hit rate 0.64% among 320,000; active = well fitted inhibition curve with a large enough effect in the signal ratio, with a control signal flat, not every such curve was filed as active; inconclusive = small, poorly fitted or top-dose-only effect, or effect the other way, or a change in a side signal; the % refers to the signal ratio
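Drosophila S3 cells loaded with oleic acid (400 uM, as added) and compounds at several concentrations; lipid droplets imaged by 488-nm laser-scanning cytometry, 500–530 nm intensity and object ratio to cell channel. Percent activity normalized to 20 uM Triacsin C.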
Lipid storage S3 cell count max: recorded beside Lipid storage S3, whose call it bears; cell number change, %; measured here: cell count max response;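 cells counted by Cell Tracker Red CMTPX staining in the red channel; peak over a dose series mostly up to 46.1 µM; percent activity relative to internal control wells on each plate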
* hit, by the source's call; i = inactive; ? = inconclusive; · = not tested or not shown. % is scaled to controls: 0 for no effect and ±100 for the full control effect; potency is read from the fitted curve at half-maximal effect.

SMILES,Lipid storage S3 cell count max,Lipid storage S3
O=C(NCc1ccc(Cl)cc1)c1cccc(NC2=NC3CS(=O)(=O)CC3S2)c1 (centres undefined),·,?
COc1ccc(OC)c(NC(=O)CSc2nnc(CNc3ccc(F)cc3)o2)c1,·,?
Cc1cc([N+](=O)[O-])ccc1NC(=O)CCC(=O)N1CCCC1,·,?
FC(F)Oc1ccc(N=C2SCC3CCCCN23)cc1 (centres undefined),24.3,i
CS(=O)(=O)Nc1cccc(S(=O)(=O)N2CCN(C(=O)c3ccccc3)CC2)c1,-5.5,-11.4%
O=C(NCCN1CCOCC1)c1cccc(NS(=O)(=O)c2ccc(Br)cc2)c1,·,?
Cc1cc(C)nc(-n2nc(C)cc2NC(=O)c2ccc3c(c2)OCO3)n1,0.3,15.1%
C=CCn1c(SCC(=O)c2c(N)n(C3CC3)c(=O)[nH]c2=O)nnc1-c1ccoc1C,22.6,17.2%
COc1cc(Cl)nn(-c2ccccc2)c1=O,0.3,6.0%
CN1CCN(S(=O)(=O)c2ccc(NC(=O)c3ccc(F)cc3Cl)cc2)CC1,·,?
CC(O)c1cccc(NC2=CC(=O)CC(C)(C)C2)c1 (centres undefined),·,?
CC(=O)N1CCc2cc(S(=O)(=O)NCCCN3CCCCC3)ccc21,-2.0,i
CCSc1nnc(NC(=O)COc2ccccc2[N+](=O)[O-])s1,·,?
Cc1cc(Cl)ccc1OCc1nnc(-c2ccccc2C)o1,14.1,i
CCCn1nc(NC(=O)COC)c2cc3cccc(C)c3nc21,-17.3,-1.3%
Cc1ccc(OCC(=O)n2cnnc2N)c(C)c1,-14.9,16.4%
CC1(C)CC(NC(=O)COc2ccc3ccccc3c2)CC(C)(C)N1,·,?
COC(=O)CCC(=O)c1ccn(S(=O)(=O)c2ccccc2)c1,·,?
C=Cn1nc(C)c2ccccc2c1=O,·,?
COc1ccc(CN2C(=O)c3cccnc3C2=O)cc1S(=O)(=O)NC(C)C,·,i
CCn1c(=O)c(CCC(=O)N2CCN(c3ccccn3)CC2)c(C)c2c(C)nn(-c3ccccc3)c21,·,?
O=C(O)CSc1nc2c(cnn2-c2ccccc2)c(=O)n1-c1ccc(Br)cc1,4.2,0.5%
CC1=CC2=NC(=O)/C(=C/c3coc4ccc(Cl)cc4c3=O)C(=N)N2O1,-10.3,-17.0%
O=C(O)C(Cc1ccccc1)n1cnnn1 (centres undefined),·,?
Nc1nonc1-n1nnc(C(=O)N/N=C/c2ccccc2Br)c1CN1CCCC1,-1.9,i
CC(O)c1nc2ccc(C(=O)O)cc2[nH]1 (centres undefined),-0.2,-2.2%
CCOc1ccc(OCC)c(NC(=O)Cn2c(C)nc3ccccc3c2=O)c1,-1.0,-4.7%
CSc1ccccc1OCc1cc(C(=O)NCCn2nc(C)cc2C)no1,7.5,-2.1%
O=C(Nc1ccccc1)c1ccccc1OCC(O)CN1C(=O)c2ccccc2S1(=O)=O (centres undefined),15.1,22.3%
CC(C)(C)C(=O)Nc1ccc(S(=O)(=O)Nc2ccccn2)cc1,1.6,-19.5%
Cc1cccc(C)c1NC(=O)CN(C)C(=O)CC1OC(=O)c2ccccc21 (centres undefined),·,?
CCCNC(=O)Cn1c(=O)cnc2ccccc21,·,0.3%
CCC(C)NC(=O)Cn1c(=O)n(-c2ccc(OC)cc2)c(=O)c2ccc(C(=O)NCc3ccc(C)cc3)cc21 (centres undefined),·,-8.5%
Cc1ccccc1C(=O)NC(=S)Nc1ccc(Cc2ccncc2)cc1,·,?
CCS(=O)(=O)N1CCN(S(=O)(=O)c2ccc(F)cc2)CC1,18.5,8.1%
COc1ccc(CCNC(=O)CCc2ccc(S(=O)(=O)NC(C)C)cc2)cc1OC,·,?
CC1CC(C)CN(S(=O)(=O)c2ccc(C(=O)NN3CCOCC3)cc2)C1 (centres undefined),12.0,3.3%
CCOC(=O)N1CCN(C(=O)c2cccc(NS(=O)(=O)c3ccc(F)c(F)c3)c2)CC1,-10.5,1.0%
O=C1Nc2ccccc2SC(c2ccccc2)C1O (centres undefined),-17.6,-5.3%
CCOC(=O)C1CCCN(Cc2ccccc2Cl)C1 (centres undefined),-9.7,i

Molecules above containing an NH in an aromatic ring:
SMILES,Lipid storage S3 cell count max,Lipid storage S3
C=CCn1c(SCC(=O)c2c(N)n(C3CC3)c(=O)[nH]c2=O)nnc1-c1ccoc1C,22.6,17.2%
CC(O)c1nc2ccc(C(=O)O)cc2[nH]1 (centres undefined),-0.2,-2.2%

Next results.
SMILES,Lipid storage S3 cell count max,Lipid storage S3
CC(=O)c1ccc(OC(=O)CCc2nc3ccccc3s2)cc1,·,?
Cc1ccc(S(=O)(=O)N2CCOCC2)cc1C(=O)NCc1ccc(F)cc1,-0.2,7.7%
O=C(NCc1ccccc1)C(=O)NCC1CCCN1S(=O)(=O)c1cccs1 (centres undefined),·,?
O=C(CSc1ncccn1)c1ccccc1Br,·,?
CCOC(=O)c1c(C)c(C)n(Cc2cccc(OC)c2OC)c1C,·,?
COc1ccc(Cl)cc1C(=O)Nc1ccc(S(=O)(=O)N2CCCC2)cc1,·,?
Clc1cccc(-c2cc3nc4c(c(NCc5ccco5)n3n2)CCCC4)c1,-16.3,2.4%
CCn1c(/C=N/n2cnnc2)nc2ccccc21,·,?
COC(=O)C1CSC(C(=O)OC)N1C(=O)CN1CCN(c2ccc(OC)cc2)CC1 (centres undefined),20.3,3.8%
C[C@@]12C(=O)N(CC3CC3)CC(=O)N1[C@H](/C=C/c1ccccc1)[C@@H]1C(=O)N(c3ccccc3)C(=O)[C@@H]12,·,?
CCCC(C)C(=O)Nc1ccc(Cl)cc1Cl (centres undefined),·,?
C=CCOc1ccc(/C=C/C(=O)OC(C)C(=O)Nc2ccc(NC(C)=O)cc2)cc1 (centres undefined),13.4,28.7%
COCCN(CC(=O)Nc1cccc(C)c1C)C(=O)Cn1c(=O)cnc2ccccc21,·,?
Cc1cc(C)cc(N2CC(C(=O)OCC(=O)Nc3cc(C)on3)CC2=O)c1 (centres undefined),15.9,i
CCOC(=O)C1=C(C)NC(=O)CC1c1cc2c(cc1Br)OCO2 (centres undefined),·,?
COc1ccc(S(=O)(=O)N2CCCN(CC(=O)Nc3ccc(OC)c(Cl)c3)CC2)cc1,23.6,-16.2%
COC(=O)c1ccc(Cn2cc(Cl)cn2)cc1,-0.9,20.0%
Cc1ccc(Cl)cc1NC(=O)c1cc(NC(=O)CCCC(=O)O)ccc1N1CCCCC1,-22.0,-4.3%
Cc1ccc(S(=O)(=O)c2nc(-c3ccccc3Cl)oc2N(C)C)cc1,·,?
O=C(Nc1ccc(F)c([N+](=O)[O-])c1)c1ccc2c(c1)OCCO2,·,?
CC(=O)c1ccccc1N(C(=O)c1ccco1)C(C(=O)NC1CCCC1)c1ccc(N2CCOCC2)cc1 (centres undefined),5.8,0.0%
C=CCNC(=O)CN(Cc1ccccc1)S(=O)(=O)c1ccccc1,0.3,-9.4%
CCC(c1nnnn1Cc1ccc2c(c1)OCO2)N1CCN(c2ccccc2)CC1 (centres undefined),·,?
COC(=O)c1ccc(/C=N/NC(=O)C(=O)N2CCCCCC2)cc1,·,?
CC(C)n1cc(C(=O)c2ccccc2O)cc(C#N)c1=O,-10.0,-7.4%
O=C(COC(=O)Cc1ccccc1[N+](=O)[O-])NCc1ccc(F)cc1,15.8,8.8%
CC(C)CC(=O)Nc1ccccc1N1CCOCC1,·,?
Cc1sc2ncn(CC(=O)NCC3COc4ccccc4O3)c(=O)c2c1S(=O)(=O)N1CCOCC1 (centres undefined),·,?
COC(=O)C(Cc1ccccc1)NC(=O)CCC(=O)NC(C)CCc1ccccc1 (centres undefined),-14.2,i
O=C(CCN1CCc2ccccc2C1)Nc1ccccc1,·,?
O=c1cc(-c2ccccc2)nc2cc(-c3ccco3)[nH]n12,·,?
COc1ccc(-n2ncc3c(N4CCN(c5cc(C)ccc5C)CC4)ncnc32)cc1,·,?
CC(C)CC(=O)N1CCN(C(=O)c2ccc(-c3ccccc3)cc2)CC1,·,?
COc1ccccc1NC(=O)CCSCCC(=O)Nc1ccccc1OC,·,?
CC(=O)N(C(C)=O)c1c(N2CCCC2)c2ccccc2oc1=O,·,?
Cc1c(OCC(=O)N2CCC(C(N)=O)CC2)ccc2c1oc(=O)c1ccccc12,·,?
Cc1ccc(SCCNC(=S)Nc2cc(C)cc(C)c2)cc1,·,i
COc1ccc(CCNC(=O)CSc2nc(N)cc(=O)[nH]2)cc1OC,-3.9,-5.1%
CCC(=O)Nc1ccc(Cl)c(NC(=S)NC(=O)c2cc3ccccc3o2)c1,·,?
CN1CCN(S(=O)(=O)c2ccc(N3CCc4ccccc4C3)nc2)CC1,·,?
Cc1ccn(C(=O)c2cc3ccccc3oc2=O)n1,0.4,-4.8%
CC(C)NS(=O)(=O)c1ccc(NC(=O)C(C)OC(=O)CCC2CCCC2)cc1 (centres undefined),-8.3,-2.0%
O=C(CCc1nc(-c2ccccc2)no1)Nc1cccc(C(=O)NC2CC2)c1,-4.0,10.3%
COc1ccccc1CNC(=O)c1cc(-c2ccccc2C)nn1CC1CC(c2cccnc2)=NO1 (centres undefined),·,?
CCc1c(C(=O)Nc2ncn(Cc3cccc(C)c3)n2)csc1C,5.2,5.1%
O=C(NCCN1CCOCC1)c1ccccc1N1C(=O)[C@@H]2Cc3c([nH]c4ccccc34)C(c3ccccc3)N2C1=O (some centres undefined),·,?
COc1ccccc1C(=O)NCC(=O)OCC(=O)N(CC(C)C)c1c(N)n(Cc2ccccc2)c(=O)[nH]c1=O,·,?
Cc1ccc(Nc2c([N+](=O)[O-])c(=O)oc3ccccc23)cc1C,·,?
CC(=O)N/C(=C\c1ccccc1)C(=O)OC(C)C(=O)c1ccccc1 (centres undefined),·,?
O=C(NC1(C(F)(F)F)C(=O)Nc2c1c(=O)[nH]c(=O)n2Cc1ccccc1)c1ccco1 (centres undefined),·,?
COC(=O)c1cc2occc2n1Cc1nc(-c2ccccc2C)oc1C,·,27.9%
CC(C)CC(NC(N)=O)C(=O)NCCc1ccc(Cl)cc1Cl (centres undefined),17.8,7.4%
CC(C)(C)c1ccc(OCc2cnc(Cl)s2)cc1,·,?
COc1ccc(C(=O)NNC(=O)CCc2ccccc2OC)cc1,5.6,-23.4%
COc1cccc(CNC(=O)c2ccc3c(c2)S(=O)(=O)N=C2CCCCCN23)c1,-15.2,i
O=C(O)C(=O)Cc1c[nH]c2ccccc12,·,?
[O-]/C(=C(\C(=S)Nc1ccc(SC(F)F)cc1)[n+]1cccc(CO)c1)c1ccc(Cl)s1,·,?
O=C(Nc1nnc(CSCc2ccc(F)cc2)s1)c1cccc([N+](=O)[O-])c1,-10.2,-0.9%
Oc1ccc(-c2nnc(-c3ccc(O)cc3)nn2)cc1,19.2,10.1%
Cc1cc(N2CCOCC2)nc2ccc(NC(=O)CCC(=O)N3CCC(C)CC3)cc12,·,-8.4%

Going on with the list:
SMILES,Lipid storage S3 cell count max,Lipid storage S3
Cn1c(C(=O)OC(C(=O)NC2CCCCC2)c2ccccn2)cc2sccc21 (centres undefined),·,?
Cc1nc(CS(=O)(=O)c2ccccn2)sc1C(=O)NNC(=O)c1ccc(Cl)cc1,-2.8,1.9%
Cc1cc(NC(=O)Cc2ccccc2)no1,·,?
O=C(c1ccc(F)cc1)N(NC(=O)C(O)(c1ccccc1)c1ccccc1)c1ccccc1,·,?
CCOC(=O)c1c(N)sn(-c2ccccc2C)c1=S,·,?
O=C(CN1C(=O)CSC1=O)Nc1ccc(N2CCOCC2)cc1,·,20.6µM*
COc1cc(/C=N/N(C)C2=NS(=O)(=O)c3ccccc32)cc(OC)c1OC,·,?
O=S(=O)(c1cccs1)N1CCN(c2ccccn2)CC1,8.0,7.7%
O=C(Cn1cc(C(F)(F)F)ccc1=O)NC1CCCC1,·,?
CCCCNC(=O)COC(=O)CCC(=O)c1ccc(F)cc1,·,?
Cc1ccccc1OCCSc1nnc(-c2cccnc2)n1N,4.5,16.9%
CCC(C)c1ccc(OCC(=O)Nc2ccc3[nH]c(=O)[nH]c3c2)cc1 (centres undefined),·,?
Cn1c(-c2cccc(Br)c2)cnc1NCc1cccnc1,·,?
O=C(NNS(=O)(=O)c1ccccc1)c1cccs1,8.6,8.2%
O=C(COc1cccc2c1CCNC2=O)Nc1cccc(C(F)(F)F)c1,·,?
Cc1c(C(=O)N2CCN(S(=O)(=O)c3ccc(F)cc3)CC2)oc2ccccc12,·,?
CC(=O)c1ccc(NC(=O)CO/N=C(\C)c2cccs2)cc1,·,?
CC(CN1CCCCC1)NC(=O)c1cccs1 (centres undefined),17.2,i
Cc1ccc(S(=O)(=O)NC(C)(C)CSc2nnc(N)s2)cc1,·,i
CCc1ccc(CNC(=O)c2ccc(OC3CCN(C(=O)COC)CC3)cc2)nc1,12.7,9.1%
COc1ccc(S(=O)(=O)n2cccc2)c(OC)c1,·,?
O=[N+]([O-])c1ccccc1Oc1ccccc1Cl,5.0,-5.7%

Screens deposited in PubChem BioAssay by National Center for Advancing Translational Sciences (NCATS).

Some of the compounds tested (hit frequency here may not be typical).
